MITF primary – MITF inhibitors, primary screen, biochemical, AlphaScreen, human. Microphthalmia-associated transcription factor (Homo sapiens), O75030. AlphaScreen MITF homodimerization, bead proximity signal. inhibition, % at 2.6 µM. hit rate 0.91% among 650,000; in the data active means inhibition above about 50%;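 further: 0% = vehicle wells with protein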
Target sequence (O75030 whole entry, looked up): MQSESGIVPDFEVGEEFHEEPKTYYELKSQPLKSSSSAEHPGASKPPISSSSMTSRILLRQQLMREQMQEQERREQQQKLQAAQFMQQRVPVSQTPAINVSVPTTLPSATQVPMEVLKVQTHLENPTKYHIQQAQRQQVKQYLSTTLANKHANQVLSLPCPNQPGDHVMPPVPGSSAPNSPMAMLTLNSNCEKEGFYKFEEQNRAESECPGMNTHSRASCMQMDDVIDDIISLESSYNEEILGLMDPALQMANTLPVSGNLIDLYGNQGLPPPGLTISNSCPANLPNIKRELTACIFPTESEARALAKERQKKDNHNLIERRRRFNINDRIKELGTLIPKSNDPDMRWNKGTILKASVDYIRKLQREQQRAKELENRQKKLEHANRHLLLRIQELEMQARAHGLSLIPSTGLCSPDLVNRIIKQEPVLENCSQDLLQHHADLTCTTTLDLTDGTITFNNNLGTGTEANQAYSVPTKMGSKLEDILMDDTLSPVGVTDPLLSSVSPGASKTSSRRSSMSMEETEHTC
TEAD-YAP block – TEAD-YAP interaction inhibition, primary screen, TEAD-YAP interaction inhibitor project, luminescence, HEK-TIYL cells. TEAD-Gal4/YAP UAS-luciferase luminescence. hit rate 1.4% among 640,000. inhibition, % at 9.12 µM. AID 1259422, 2018; in the data active means inhibition above about 32%;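 further: 0% = median of test compound wells and 100% = reference inhibitor wells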
FBW7 activator – FBW7 E3 ligase activators, primary screen, biochemical, AlphaScreen, human; AlphaScreen FBW7–phospho-cyclin E peptide binding, activator screen; normalized activity (activation), % at 26.1 µM; hit rate 0.13% among 650,000; in the data active means normalized activity above about 1.9%;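 further: purified mutant Fbw7 with reduced substrate affinity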
GPR151 ag – activators of human GPR151, primary screen, cell-based, PathHunter beta-arrestin, luminescence; G-protein coupled receptor 151 (Homo sapiens), Q8TDV0; PathHunter beta-arrestin GPR151 cells; activation, % at 11.2 µM; hit rate 1% among 650,000; AID 1508602, 2020; in the data active means activation above about 4.9%;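 further: 0% = median of compound wells and 100% = cells with positive control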
Target sequence (Q8TDV0 whole entry, looked up): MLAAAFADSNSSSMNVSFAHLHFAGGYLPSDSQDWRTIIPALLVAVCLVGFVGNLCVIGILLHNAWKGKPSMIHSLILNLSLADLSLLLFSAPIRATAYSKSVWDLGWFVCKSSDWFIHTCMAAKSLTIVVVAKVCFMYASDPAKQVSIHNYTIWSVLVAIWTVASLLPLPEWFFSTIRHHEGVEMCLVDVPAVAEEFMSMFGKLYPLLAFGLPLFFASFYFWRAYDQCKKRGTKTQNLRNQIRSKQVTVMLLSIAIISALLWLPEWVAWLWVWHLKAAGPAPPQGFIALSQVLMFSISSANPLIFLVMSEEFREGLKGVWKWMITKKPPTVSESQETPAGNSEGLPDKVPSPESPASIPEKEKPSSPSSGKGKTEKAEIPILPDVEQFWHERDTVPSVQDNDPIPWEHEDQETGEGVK
* hit, by the source's call; x = not tested or not shown.

entry	SMILES	MITF primary	FBW7 activator	GPR151 ag	TEAD-YAP block
1	COC(=O)c1ccc(COc2ccc(/C=C(\C#N)C(=O)Nc3nccs3)cc2OC)cc1	8	0.0	1.7	-10
2	Cc1cc(=O)oc2cc(OCC(=O)N3CCCCCC3)c([N+](=O)[O-])cc12	20	0.9	-1.7	14
3	Cc1ccc(S(=O)(=O)N2N=C(c3ccc(Br)cc3)CC2c2ccccc2)cc1 (stereo not drawn)	-1	-0.1	-0.3	4
4	O=C1Nc2cc(C(=O)N3CCC(Cc4ccccc4)CC3)ccc2Nc2ccccc21	-1	-0.1	1.7	10
5	O=C(OCc1ccc([N+](=O)[O-])cc1Cl)c1ccco1	10	0.0	1.2	-4
6	COc1ccccc1NS(=O)(=O)c1cc([N+](=O)[O-])ccc1Cl	2	-0.1	2.6	5
7	COc1ccc2c(c1)CCc1c(C(=O)NCc3cccnc3)noc1-2	0	0.0	0.7	-26
8	CCOc1cccc(CN2CCN(C3CCCC3)C(CCO)C2)c1O (stereo not drawn)	-10	-0.1	-1.1	-2
9	CCN1CCN(C(c2ccc(OC)c(OC)c2)c2nnnn2Cc2ccccc2)CC1 (stereo not drawn)	-3	-0.2	0.8	-2
10	O=C(NCc1ccc2c(c1)OCO2)c1ccc2c(=O)n(Cc3ccccc3Cl)c(=S)[nH]c2c1	11	0.1	0.4	3
11	Cc1ccc2[nH]c(=O)c(CN(CCN3CCOCC3)C(=O)NCc3ccccc3)cc2c1	20	0.5	-0.3	1
12	c1ccc(COc2ccc(CN3CCOCC3)cc2)cc1	-14	-0.1	-3.7	71*
13	c1ccc(-n2nnnc2CSc2nc3ccccc3s2)cc1	17	0.6	-0.5	1
14	COc1cc(/C=N/NC(=O)C(=O)N2CCCC2)ccc1O	-26	0.2	0.0	-5
15	CCC(=O)N1c2ccccc2NC2=C(C(=O)CC(C)(C)C2)C1c1cccc([N+](=O)[O-])c1 (stereo not drawn)	1	0.0	-0.7	12

Later entries
entry	SMILES	MITF primary	FBW7 activator	GPR151 ag	TEAD-YAP block
16	COc1ccccc1C1C(C#N)=C(N)Oc2n[nH]c(-c3cccc([N+](=O)[O-])c3)c21 (stereo not drawn)	4	0.1	-2.2	-3
17	COc1cc(C2CC(=O)NC(SCC(=O)Nc3ccccc3C)=C2C#N)ccc1O (stereo not drawn)	-8	-0.1	1.4	-12
18	COc1cccc(/C=N\NC(=O)CN2CCN(C)CC2)c1O	0	0.1	0.3	2
19	COc1cc(OC)cc(-c2nc3ccccc3c(=O)n2NC(=O)c2cccnc2)c1	16	-0.1	-0.7	-8
20	COc1ccccc1N1CCN(CCC(=O)Nc2ccc(Br)c(C)c2)CC1	-4	-0.1	0.5	13
21	CC(C)(C)c1ccc(OCC(O)CN2CCOCC2)c(C(C)(C)C)c1 (stereo not drawn)	4	0.0	0.2	22
22	O=S(=O)(NC1=NCCCCC1)c1cc(F)ccc1F	13	0.6	-0.4	0
23	Cc1sc(NC(=O)CN(Cc2cccs2)S(C)(=O)=O)c(C(N)=O)c1C	-4	0.0	-0.9	4
24	Nc1nc2c(nc(NCCCN3CCOCC3)n2[C@@H]2O[C@H](CO)[C@@H](O)[C@H]2O)c(=O)[nH]1	-1	-0.1	-1.0	4
25	CC(=O)Oc1ccccc1C(=O)Nc1ccc(C(N)=O)cc1	4	0.0	-3.9	-31
26	Cc1ccc(-c2nc(N)sc2CC(=O)OCC(=O)N2C(C)CCCC2C)cc1 (stereo not drawn)	14	0.4	0.2	6
27	O=C(NCCCN1CCCC1=O)c1ccc(-c2ccc(N3CCOCC3)nc2)s1	12	-0.1	2.2	-11
28	CC(=O)c1cccc(-n2c(=O)c3c4c(sc3n(CC(N)=O)c2=O)CN(C(C)=O)CC4)c1	-5	0.1	-1.2	-2
29	O=S(=O)(c1ccc(=S)[nH]c1)N1CCCCCC1	8	-0.1	-1.0	-1
30	CCCCNC(=O)CN1CCN(Cc2cccc(Cl)c2)C1=O	-7	-0.2	0.8	-6

(list continues)
entry	SMILES	MITF primary	FBW7 activator	GPR151 ag	TEAD-YAP block
31	CN1C(=O)C(=Cc2ccc(O)c(Br)c2)C(=O)N(C)C1=S	-21	-0.1	0.8	6
32	O=C(COC(=O)c1ccc(F)cc1F)Nc1ccc2[nH]c(=O)[nH]c2c1	6	0.1	0.2	1
33	Cc1cc(N2CCN(c3ccc(F)cc3)CC2)n2nc(C)nc2n1	11	0.0	1.6	5
34	CC(C)n1c(NCCN2CCOCC2)nc2c(NCc3cccc(C(F)(F)F)c3)ncnc21	-4	0.0	-0.5	7
35	O=C(Cc1ccccc1Br)NNC(=O)c1ccncc1	4	0.1	0.6	8
36	Cc1nn(C(C)C(=O)c2ccc(Br)cc2)c(C)c1[N+](=O)[O-] (stereo not drawn)	21	0.5	1.0	0
37	CCc1cc2c3c(c(=O)oc2cc1OC(C)C(=O)O)CCCC3 (stereo not drawn)	4	-0.3	0.0	9
38	CCC(=O)Nc1cc(C)c(OC)c(C)c1	2	-0.2	1.0	3
39	CCCCC(C)(C)[C@H](O)/C=C/[C@H]1CCC(=O)[C@@H]1C/C=C\CCCC(=O)O	-4	x	0.9	x
40	Clc1nc(NCCC2=CCCCC2)nc(N2CCOCC2)n1	7	-0.1	-0.4	-7
41	COc1ccc(-c2cnn3c(NCCCN4CCOCC4)ccnc23)cn1	-15	-0.1	-1.0	-3
42	Cc1cc(C)nc(NNC(=S)NC(=O)c2cc3ccccc3oc2=O)n1	17	-0.1	-1.5	8
43	Cc1nc(SCCOc2ccc(C(C)(C)C)cc2)c2ccccc2n1	-4	0.1	-0.5	-2
44	C[N+](C)(CCCCCC[N+](C)(C)CCCN1C(=O)c2cccc3cccc(c23)C1=O)CCCN1C(=O)c2cccc3cccc(c23)C1=O	-8	-0.2	-0.9	-8
45	COc1ccc(CSc2nnc3c(n2)[nH]c2ccccc23)cc1	13	0.0	-0.2	0

Next part, overlapping the part above by six compounds.
entry	SMILES	MITF primary	FBW7 activator	GPR151 ag	TEAD-YAP block
40	Clc1nc(NCCC2=CCCCC2)nc(N2CCOCC2)n1	7	-0.1	-0.4	-7
41	COc1ccc(-c2cnn3c(NCCCN4CCOCC4)ccnc23)cn1	-15	-0.1	-1.0	-3
42	Cc1cc(C)nc(NNC(=S)NC(=O)c2cc3ccccc3oc2=O)n1	17	-0.1	-1.5	8
43	Cc1nc(SCCOc2ccc(C(C)(C)C)cc2)c2ccccc2n1	-4	0.1	-0.5	-2
44	C[N+](C)(CCCCCC[N+](C)(C)CCCN1C(=O)c2cccc3cccc(c23)C1=O)CCCN1C(=O)c2cccc3cccc(c23)C1=O	-8	-0.2	-0.9	-8
45	COc1ccc(CSc2nnc3c(n2)[nH]c2ccccc23)cc1	13	0.0	-0.2	0
46	CCCS(=O)(=O)c1ncc(Cl)c(C(=O)Nc2cccc(Cl)c2C)n1	-2	0.0	-0.2	-24
47	COc1cc(OC)c(OC)cc1CN1CCCC(CO)(Cc2ccccc2)C1 (stereo not drawn)	2	0.0	0.2	3
48	COCCCN1C(=O)C(O)=C(C(C)=O)C1c1cccc(F)c1 (stereo not drawn)	1	-0.1	-1.0	-6
49	CN1C(=O)SC(Nc2ccccc2)C1=O (stereo not drawn)	3	0.5	0.4	4
50	O=C(Nc1ccc(-c2cn[nH]c2)cc1OCCN1CCOCC1)OCc1ccccc1	6	-0.2	-1.0	-9
51	COc1cccc2c(C)cc(N3CCCCC3)nc12	5	0.8	-0.7	3
52	CCOc1ccc2nc(Cc3ccccc3)[nH]c2c1	12	0.0	1.5	-22
53	CCOC(=O)C1=C(CSc2nc(C)c(C)c(C)c2C#N)OC(N)=C(C#N)C1c1ccccc1OC (stereo not drawn)	12	0.2	-2.2	-5
54	COc1ccc(NC(=O)N(C2CCCCC2)C2CCN(C(C)C)CC2)c(OC)c1	4	-0.2	1.5	3
55	CCOC(=O)c1cc(S(=O)(=O)Nc2cccc(C)c2C)cn1C	3	1.2	-0.4	-1
56	CCOC(=O)c1cc2occc2n1CC(=O)Nc1ccc(OC)cc1OC	-11	-0.1	-0.4	0
57	COc1ccc(OC)c(-n2c(=S)sc3c(=O)n(-c4ccccc4C)c(=S)[nH]c32)c1	-13	0.1	-0.1	0
58	CCOC(=O)c1c(C)oc2c(Cl)cc(NS(=O)(=O)c3ccccc3C)cc12	-13	0.0	-0.9	-4
59	COCCCNC(=O)c1cc(-c2ccc(C)c(C)c2)n[nH]1	5	0.2	-1.1	-38
60	Cc1ccc(CNC(=O)c2ccc3c(c2)nc(C)n3-c2cccc(F)c2)cc1	1	0.3	0.1	-5

(further entries)
entry	SMILES	MITF primary	FBW7 activator	GPR151 ag	TEAD-YAP block
61	C=CCc1cccc(/C=N/NS(C)(=O)=O)c1O	-29	0.2	-1.4	7
62	CN(C(=O)c1ccccc1)C1CC(C)(C)N(C)C(C)(C)C1	3	0.3	0.3	0
63	O=C(Nc1ccc(F)cc1)N1CCN(Cc2nnnn2-c2ccc(F)c(F)c2)CC1	-2	-0.1	-1.3	-1
64	N#C/C(=C\c1cccc([N+](=O)[O-])c1O)c1nc2ccccc2[nH]1	8	0.1	-0.3	-14
65	COc1ccc(CC(=O)Nc2ccc(Cl)cc2F)cc1	-2	0.3	0.2	-17
66	Cc1ccc2[nH]c(=O)c3cc(C(=O)NC4CC4)sc3c2c1	0	-0.2	0.7	-6
67	Cn1nc([N+](=O)[O-])nc1Oc1cccc(O)c1	0	0.1	0.1	-9
68	CC1=C(C(=O)Nc2ccc(CC(=O)NCCCc3ccccc3)cc2)SCCO1	-4	0.0	-0.8	-37
69	COc1ccc(Cl)cc1NC(=O)/C=C/c1ccc(C)cc1	-9	0.3	1.0	-13
70	CCN(CC)S(=O)(=O)c1cccc(C(=O)N[C@H](C(=O)O)C(C)C)c1	7	0.2	-0.1	1
71	Cc1cccc[n+]1C1C(c2ccccc2)C(C#N)=C(C(C#N)C#N)NC1(O)C1CC1 (stereo not drawn)	9	0.3	-0.4	9
72	CC(=O)NCCC(=O)OCC(=O)Nc1ccc(OCc2ccccc2)cc1	-5	0.1	-2.9	-38
73	N#Cc1cc2cc3c(cc2nc1SCC(=O)N1CCOCC1)OCO3	-11	-0.2	-0.3	-1
74	CCN1CCN(Cc2ccc(N(CC)CC)cc2)CC1	18	0.2	-0.5	2
75	Cc1[nH]n(-c2ccccc2)c(=O)c1C(c1c(Cl)cccc1Cl)c1c(C)[nH]n(-c2ccccc2)c1=O	14	-0.2	1.5	2

Other compounds
entry	SMILES	MITF primary	FBW7 activator	GPR151 ag	TEAD-YAP block
76	O=C(O)c1cc2c([nH]c1=O)CCCC2	6	-0.1	0.8	1
77	COc1ccc(/C=C/C(=O)Nc2ccc(Cl)cc2C)cc1OC	-13	0.1	0.2	-11
78	COc1cccc(-c2noc(-c3ccccc3C)n2)c1	-4	-0.1	-0.2	-48
79	Cc1ccc(-c2ccnc(Nc3ccc(-c4nncn4C)cc3)n2)cc1	6	0.3	0.8	6
80	Cc1ccc(C)c(C(=O)Nc2ccc(Oc3ccc(C)nn3)cc2)c1	11	-0.1	0.1	9
81	Cn1c(=O)c(=O)n(C)c2cc(S(=O)(=O)CCC(=O)N3CCCCC3)ccc21	15	0.5	-2.2	10
82	COC(=O)c1c(NC(=O)c2ccco2)sc(C)c1C	1	-0.1	1.7	9
83	COc1ccc2c(CNC3CCC(C)CC3)c(C(=O)O)[nH]c2c1 (stereo not drawn)	-5	0.0	-1.4	-4
84	Cc1ccc(S(=O)(=O)NNc2ccccc2)cc1	-25	0.0	0.2	0
85	COc1ccccc1-n1c(C)nc2cc(C(=O)NCc3ccco3)ccc21	18	0.3	-0.8	6
86	COc1ccc(-c2nnc(-c3ccc(Cl)cc3)o2)cc1	-4	-0.1	0.2	-29
87	CC(=O)Nc1ccc(NC(=O)CNC2CCC(C)CC2)cc1 (stereo not drawn)	-9	0.1	-0.7	-4
88	COC(=O)c1cc(OC)c(OC)cc1NC(=S)N1CCN(c2ncccn2)CC1	10	-0.1	-0.1	-10
89	CCN1CCN(C(=O)c2sc3ccccc3c2Cl)CC1	-4	0.2	-0.1	-6
90	CCC(C)OC(=O)C1=C(C)NC(=O)NC1c1cc(OC)c(O)c([N+](=O)[O-])c1 (stereo not drawn)	8	-0.2	0.5	4
91	Cc1cccc(C2c3[nH]c4ccccc4c3CCN2C(=O)Cn2[nH]c(=O)ccc2=O)n1 (stereo not drawn)	-22	-0.1	-1.2	5
92	Cc1[nH]c(=S)n(C2CCCCC2)c1C	16	0.3	0.5	-8
93	Cc1ccc(S(=O)(=O)N2CCCC(C(=O)O)C2)s1 (stereo not drawn)	-12	0.1	0.5	-6

Retrieved one by one from the list above (4):
entry	SMILES	MITF primary	FBW7 activator	GPR151 ag	TEAD-YAP block
77	COc1ccc(/C=C/C(=O)Nc2ccc(Cl)cc2C)cc1OC	-13	0.1	0.2	-11
85	COc1ccccc1-n1c(C)nc2cc(C(=O)NCc3ccco3)ccc21	18	0.3	-0.8	6
89	CCN1CCN(C(=O)c2sc3ccccc3c2Cl)CC1	-4	0.2	-0.1	-6
92	Cc1[nH]c(=S)n(C2CCCCC2)c1C	16	0.3	0.5	-8

Bioassay records: PubChem, The Scripps Research Institute Molecular Screening Center
